# Source: PubChem BioAssay
# MCL1-BIM inh – inhibitors of MCL1 binding to BIM-BH3, primary screen, biochemical, fluorescence polarization; Induced myeloid leukemia cell differentiation protein Mcl-1 (Homo sapiens), Q07820; GST-MCL1 / FITC-Bim-BH3 fluorescence polarization; inhibition, % at 10.9 µM; 320,000 compounds, 0.68% hits; AID 2057, 2009;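 active means inhibition above the mean inhibition of all tested compounds plus 3 SD, set per campaign, cut at about 40% in these data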;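 further: 0% = DMSO wells and 100% = unlabeled Bim-BH3 peptide control; higher means more loss of mP so more displacement of Bim peptide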
# VLA-4 inh – inhibition in human VLA-4 binding assay, primary screen, VLA-4 allosteric modulator project, MLPCN library, flow cytometry, VLA-4 expressing cells; inhibition, % (about 7 µM as worked out from the volumes in the protocol); AID 2557, 2010; ligand binding flow cytometry; 330,000 compounds, 0.2% hits; in the data active means inhibition above about 50%
# Target sequence (P13612 whole entry, looked up): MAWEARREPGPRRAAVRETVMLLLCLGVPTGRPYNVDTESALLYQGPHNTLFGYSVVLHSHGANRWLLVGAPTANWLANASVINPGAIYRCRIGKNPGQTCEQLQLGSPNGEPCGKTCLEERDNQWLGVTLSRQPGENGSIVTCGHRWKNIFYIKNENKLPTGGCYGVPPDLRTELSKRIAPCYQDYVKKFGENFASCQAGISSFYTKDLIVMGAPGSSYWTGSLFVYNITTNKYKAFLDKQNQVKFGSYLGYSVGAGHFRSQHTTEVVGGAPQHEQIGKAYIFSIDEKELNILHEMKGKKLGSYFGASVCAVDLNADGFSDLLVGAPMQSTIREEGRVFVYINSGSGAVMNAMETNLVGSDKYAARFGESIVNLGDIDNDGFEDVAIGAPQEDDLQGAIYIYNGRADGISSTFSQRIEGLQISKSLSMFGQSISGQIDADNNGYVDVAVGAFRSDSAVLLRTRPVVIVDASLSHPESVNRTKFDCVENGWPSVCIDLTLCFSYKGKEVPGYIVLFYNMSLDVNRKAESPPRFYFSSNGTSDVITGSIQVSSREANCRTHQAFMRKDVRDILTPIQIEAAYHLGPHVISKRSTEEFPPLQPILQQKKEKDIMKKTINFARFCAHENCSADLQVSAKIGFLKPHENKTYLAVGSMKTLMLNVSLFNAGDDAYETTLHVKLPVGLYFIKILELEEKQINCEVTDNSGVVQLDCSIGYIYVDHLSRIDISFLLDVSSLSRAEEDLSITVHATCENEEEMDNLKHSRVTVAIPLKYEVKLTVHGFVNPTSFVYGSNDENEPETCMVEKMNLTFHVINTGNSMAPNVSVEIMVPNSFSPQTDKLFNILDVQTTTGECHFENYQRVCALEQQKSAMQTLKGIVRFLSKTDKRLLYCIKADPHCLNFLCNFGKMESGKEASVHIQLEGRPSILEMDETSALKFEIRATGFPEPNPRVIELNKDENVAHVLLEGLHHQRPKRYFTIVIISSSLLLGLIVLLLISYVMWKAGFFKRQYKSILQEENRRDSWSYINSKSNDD
# Bcl-xL primary – inhibitors of human Bcl-xL, primary screen, biochemical, fluorescence polarization, HTS; Bcl-2-like protein 1 (Homo sapiens), Q07817; GST-Bcl-xL / FITC-Bim BH3 peptide fluorescence polarization; inhibition, % at 10.9 µM; 320,000 compounds, 0.7% hits; AID 2129, 2009;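 active means inhibition above the mean of all tested compounds plus 3 SD, cutoff set per campaign, cut at about 30% in these data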;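 further: 0% = DMSO wells and 100% = unlabeled Bim-BH3 peptide competitor; inhibitors lower millipolarization by displacing the labeled peptide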
# CIT2 TOR yeast – modulators of CIT2-GFP expression in yeast, primary screen, S. cerevisiae, GFP fusion, multiplex flow cytometry, MLPCN library. 320,000 compounds, 0.065% hits. GFP response vs DMSO, % at 10 µM. S. cerevisiae CIT2-GFP strain, 3 h; 100 means same as DMSO wells;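 active means GFP response relative to DMSO above a set limit, near the screen mean plus 3 SD, cut at about 150% in these data; inconclusive means Fewer than 70 cells measured for a yeast strain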;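 further: ratio of well median GFP fluorescence to mean of DMSO wells on the plate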
# CR mimetic SO – reduction of superoxide in aged yeast, primary screen, HTS; S. cerevisiae aged cells, superoxide DHE fluorescence; stronger effect = lower value; superoxide response (% of plate mean), % at 10 µM; 330,000 compounds, 0.18% hits; AID 2690, 2010;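 active means superoxide response under a set limit, about three screen SD below normal, cut at about 65% in these data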;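 further: yeast aged for seven days with compound at 30 °C before DHE staining; 100% = average MFI of all compound-treated wells on the plate with controls excluded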
# MEX-5 binding – MEX-5 zinc finger RNA-binding disruptors – biochemical, C. elegans, fluorescence polarization, MLPCN library, primary screen; 300,000 compounds, 0.38% hits; MEX-5/FITC-TCR2 RNA binding; stronger effect = lower value; activity score (negative = inhibition of binding), % at 10 µM; Zinc finger protein mex-5 (Caenorhabditis elegans), Q9XUB2;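 active means inhibition past about -25% in most replicates, and total fluorescence under double the plate's negative control median, limit read from the data; inconclusive means replicates evenly split on the limit, or fluorescence at least double controls; inactive means too little inhibition in most replicates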;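 further: 0% = DMSO and -100% = 5 µM competing unlabeled TCR2 RNA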
# GRK2 inh – compounds blocking aptamer binding on GRK2 – biochemical, human GRK2, bead flow cytometry, HTS, primary screen; inhibition of aptamer binding, % at 10 µM; 330,000 compounds, 0.59% hits; AID 488847, 2010; Beta-adrenergic receptor kinase 1 (Homo sapiens), P25098; FAM-aptamer displacement from GRK2;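 active means inhibition of aptamer binding above 40%, roughly 3 SD of noise, on plates passing a quality check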;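 further: median bead fluorescence of bound FAM aptamer so fluorescent compounds give negative values; no value below 0 was filed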
# GLD-1 RNA inh – GLD-1/TGE RNA complex disruptors, primary screen, biochemical, fluorescence polarization. 320,000 compounds, 0.44% hits. purified GLD-1 + fluorescein TGE RNA. AID 2280, 2010. Female germline-specific tumor suppressor gld-1 (Caenorhabditis elegans), Q17339. inhibition, % at 5.96 µM;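 active means percent inhibition above a per-plate cutoff, the plate mean of test compounds plus 3 SD, cut at about 30% in these data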;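 further: 0% = DMSO wells with GLD-1 and probe and 100% = wells lacking GLD-1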
# AGP1-GFP MLPCN – modulators of AGP1-GFP expression in yeast TOR pathway, primary screen, cell-based, multiplex flow cytometry, S. cerevisiae, MLPCN library | 3 h; GFP as percent of DMSO wells | GFP response vs DMSO, % at 10 µM | 320,000 compounds, 0.02% hits | AID 2066, 2009;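 active means GFP response relative to DMSO above a set limit, near screen average plus 3 SD, cut at about 150% in these data; inconclusive means fewer than 70 cells counted for the yeast strain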;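 further: median GFP channel fluorescence of the gated AGP1 strain per well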
# Starred values were filed as active, the others as inactive; ? = inconclusive; . = no result given; [ ] = remark or other dose.
SMILES	MCL1-BIM inh	VLA-4 inh	Bcl-xL primary	CIT2 TOR yeast	CR mimetic SO	MEX-5 binding	GRK2 inh	GLD-1 RNA inh	AGP1-GFP MLPCN
Cc1cc(NC(=O)CSCc2ccc([N+](=O)[O-])cc2)no1	2.0	3.1	8.3	94.3	103.3	1.9	0.0	-1.8	98.3
Fc1ccc(Nc2ncnc3sccc23)cc1	-4.2	-2.7	-1.4	83.3	93.0	0.1	1.0	-7.4	77.0
COc1ccc(CNC(=O)C(C#N)c2nc3ccccc3nc2N2CCN(C)CC2)cc1 (stereo not given)	2.8	1.5	7.2	103.0	110.8	0.6	0.0	-12.7	101.0
CCc1cccc(C)c1NC(=O)C(c1ccccc1)N1CCC1=O (stereo not given)	3.6	10.9	1.2	107.4	102.9	0.3	0.0	-2.4	106.7
Cc1cc(C)cc(Oc2ccc(C(F)(F)F)cc2C#N)c1	8.3	5.8	4.6	90.2	88.3	-0.7	3.0	-1.1	93.2
CN(C)c1ccc(C(CC(=O)O)C(=O)O)cc1 (stereo not given)	10.9	1.1	18.0	114.4	91.3	-2.2	0.0	3.1	98.8
CC(=O)c1ncnn1CC(=O)c1ccc(Cl)cc1Cl	9.8	-19.5	3.2	96.4	90.2	-0.2	1.0	4.2	89.0
FC(F)(F)c1ccc(CN2C[C@@H]3C(c4ccc(Cl)nc4)C4(c5cccnc5)CC3(C4)[C@H]2c2ccccc2)cc1 (stereo not given in full)	-1.9	-5.3	-0.6	108.4	94.9	1.2	0.0	0.2	107.9
CCC(=O)Nc1nc2ccccc2n1CCN1CCOCC1	4.3	2.3	5.1	73.1	92.2	-3.1	2.0	2.9	80.6
Cc1nc(N2CCCCC2C)c2c(C)c(C(=O)Nc3ccccc3C(F)(F)F)sc2n1 (stereo not given)	7.0	-0.4	11.0	95.7	101.7	0.3	0.0	-2.1	101.5
O=C(COc1ccccc1)N1CCNC1=O	7.0	-32.3	7.9	104.9	89.0	-0.7	0.0	-1.4	114.3
O=C(c1ccco1)N1CCN(Cc2csc(-c3ccccc3Cl)n2)CC1	3.0	-2.3	3.9	97.6	97.3	-1.8	2.0	6.8	97.0
COCCC(=O)N1CCC(Oc2ccc(C(=O)N3CCC[C@H]3CO)cc2)CC1	.	10.4	.	93.2	86.8	0.9	6.0	.	92.6
O=C1NC2(Nc3ccccc31)C(=O)Nc1ccccc12 (stereo not given)	3.3	-0.9	2.8	105.8	93.8	3.0	14.0	1.4	93.9
CN(C)CCN(C(=O)c1ccco1)c1nc2cc3c(cc2s1)OCCO3	10.6	17.7	4.8	101.3	111.0	0.5	4.0	5.5	106.6
CN(C)CCN(Cc1cc2cc3c(cc2nc1Cl)OCO3)C(=O)c1ccco1	1.7	-4.5	0.4	114.3	97.0	1.8	0.0	8.7	101.0
CC(C)COc1ccc(C(=O)Nc2ccccc2[N+](=O)[O-])cc1	-2.5	23.5	-1.2	98.3	83.1	0.6	0.0	-0.1	96.7
CN(C)CCN(Cc1ccco1)C(=O)c1cc2c(Cl)nc3ccccc3c2s1	1.3	9.6	5.2	93.9	96.7	-0.5	0.0	3.4	95.6
Cc1ccc(NC(=O)C(C)Sc2nnc(C3CC3)n2C2CC2)cc1S(=O)(=O)N1CCOCC1 (stereo not given)	0.2	1.1	4.5	94.8	118.0	.	2.0	5.5	95.8
COc1cccc(C(=O)N(CN2CCCC2=O)c2ccccc2OC)c1	4.3	5.3	1.1	101.9	107.4	-0.4	0.0	-8.2	93.7
C=C(C)CC(c1ccccc1)N(C(C)=O)c1ccco1 (stereo not given)	-21.3	-2.0	-12.1	94.7	71.1	1.2	10.0	-4.0	97.2
CC1=C(C(=O)OCc2ccccc2)C(c2cccs2)NC(=O)N1CCCC(=O)O (stereo not given)	-11.4	-3.9	-2.3	109.2	107.5	3.2	0.0	-10.2	108.3
CCC(=O)N1CCc2cc(Br)cc(S(=O)(=O)CCC(=O)NCCOC)c21	-1.2	9.7	-1.6	99.6	112.3	-1.1	0.0	-2.7	97.2
CCCC(CCC)C(=O)Nc1ccncc1	3.9	10.8	0.8	96.7	98.5	1.4	0.0	0.1	105.6
CC(C)C(=O)Nc1ccc(S(=O)(=O)N2CCC(c3nc4ccccc4[nH]3)CC2)cc1	-5.8	3.5	2.0	96.3	102.1	3.0	0.0	3.0	104.9
COc1ccc(C2CC(c3cccs3)=NN2C(=O)CSC2=NCCS2)cc1 (stereo not given)	2.1	-10.7	3.0	93.6	104.4	-12.2	0.0	3.1	91.9
CC(=O)NCCSC(=O)c1ccc(F)cc1	3.2	4.2	3.1	88.3	112.0	0.7	7.0	-2.4	95.0
Cc1ccc(C)c(S(=O)(=O)N2CC(=O)N(CCc3ccccc3)C(=O)C2)c1	-13.2	4.6	-7.8	94.7	104.2	0.1	0.0	-1.1	93.1
Cc1nc(SCc2nc3ccc(F)cc3[nH]2)c2oc3ccccc3c2n1	.	-0.1	.	89.4	104.9	.	3.0	-4.8	96.0
O=C(CC1SCCNC1=O)Nc1ccccc1Cl (stereo not given)	-5.5	58.9*	2.6	110.9	117.2	-2.0	2.0	-2.5	111.7
O=C(CCc1nc(-c2ccccc2)no1)NCc1cccnc1	5.6	-2.2	3.0	.	95.8	1.3	0.0	5.9	105.4
S=C(Nc1ccc(Br)cc1)N1CCN(C2CCCCC2)CC1	-3.4	7.5	-5.3	102.2	102.1	-0.2	0.0	6.7	98.7
COC(=O)N/N=C/c1cn(CCOc2cccc(OC)c2)c2ccccc12	-11.3	-1.7	-2.1	95.4	105.5	-0.9	0.0	-1.9	94.9
Cc1nc(CS(=O)c2ccccc2)cc(N2CCOCC2)n1 (stereo not given)	4.0	7.7	1.1	116.7	93.4	1.7	0.0	3.2	97.2
CCOC(=O)c1ccc(NC(=O)N2CCN(c3ccccn3)CC2)cc1	6.3	-1.7	2.9	110.5	92.8	-1.6	4.0	-6.5	111.2
Cc1ccc(CNC(=O)C(=O)Nc2nccs2)cc1	10.0	6.2	1.4	82.3	90.5	-0.4	3.0	3.2	89.6
O=C(NCc1ccc(Cl)cc1Cl)Nc1ccccc1	4.0	20.3	3.5	103.4	99.0	-0.4	0.0	5.8	103.2
CCC(=O)N1CCN(c2ccccc2NC(=O)c2cccc(C)c2)CC1	10.8	8.4	5.4	96.4	82.1	3.4	0.0	4.9	114.3
c1ccc(Cc2nnc(Sc3ccccc3)c3ccccc23)cc1	1.1	36.2	-0.9	92.3	110.2	-1.6	0.0	1.5	91.9
N#CC(c1ccc(Cl)nn1)c1c(F)cccc1Cl (stereo not given)	2.0	-12.3	-0.3	94.9	94.2	0.7	0.0	-3.6	103.7
COC(=O)c1ccccc1Oc1c(F)c(F)nc(N2CCOCC2)c1F	1.6	5.4	0.1	111.8	92.5	1.3	0.0	3.8	96.3
CCCOc1ccc(C(=O)NCC(c2ccco2)N(C)C)cc1OC (stereo not given)	6.3	0.2	6.4	97.8	94.7	0.7	0.0	20.7	93.8
CC(=O)c1cccc(NC(=O)N2CCCc3ccccc32)c1	7.1	-3.8	4.3	105.3	80.2	-2.0	3.0	-0.6	101.8
CCOC(=O)C1CCN(C(=O)CN(c2ccc(Cl)c(C(F)(F)F)c2)S(C)(=O)=O)CC1	-4.9	4.1	1.4	86.2	90.7	-1.7	0.0	2.8	.
O=Cc1c(SCCO)nc2ccccn2c1=O	8.3	2.0	3.3	110.4	102.3	0.5	16.0	4.8	101.3
CC(=O)Nc1ccc(CN2CCCC(CO)(Cc3cccc(Cl)c3)C2)cc1 (stereo not given)	-3.7	1.9	-4.5	98.0	104.7	1.9	3.0	1.4	93.1
CCCOc1ccc(N2C(=O)CC(NCc3cccs3)C2=O)cc1 (stereo not given)	-6.6	0.0	0.8	92.4	99.1	-1.1	0.0	9.7	102.1
O=C(NCC(c1cccnc1)N1CCN(c2ccc(F)cc2)CC1)c1cccc(Cl)c1 (stereo not given)	-1.8	1.0	1.6	94.8	76.4	0.9	0.0	8.1	100.1
Cc1c(N(C)S(=O)(=O)c2cc(C(=O)N3CCCC3)ccc2Cl)c(=O)n(-c2ccccc2)n1C	2.1	-8.5	2.1	103.6	106.3	0.9	0.0	0.3	92.7
COc1ccc2c(Cl)c(C(=O)N/N=C/c3cccnc3)sc2c1	-7.7	5.5	-2.7	99.7	98.8	-1.0	1.0	0.8	85.4
CCOC(=O)N1CCN(C(=O)COc2cc(C)c(Cl)c(C)c2)CC1	3.9	8.6	1.0	100.1	118.1	-0.5	0.0	9.8	106.1
COCCNC(=O)Cn1c(=O)oc2cc(S(=O)(=O)N3CC(C)CC(C)C3)ccc21 (stereo not given)	-4.2	7.6	-5.4	100.5	110.0	-0.9	3.0	-14.8	102.8
CCN1C(=O)[C@H]2[C@@H](c3ccc(-c4ccccc4)c(OC)c3)N[C@@](CC(C)C)(C(=O)OC)[C@H]2C1=O	.	1.3	.	99.6	99.5	.	6.0	6.4	109.8
N/C(=N\OC(=O)CCCc1ccccc1)c1cccc([N+](=O)[O-])c1	5.2	-16.9	-0.1	99.1	104.2	1.5	0.0	4.7	93.4
COc1cc(C2NC(=O)NC(c3ccccc3)=C2C(C)=O)cc(Cl)c1OCC(=O)O (stereo not given)	4.5	22.3	0.9	111.5	98.2	-1.9	0.0	1.4	107.4
COc1cc(N2CCCC2)c(OC)cc1/C=C(/C#N)c1ccc(F)cc1	-58.8	9.6	-50.4	102.6	114.9	-2.0	0.0	-41.9	104.6

# Other results follow.
SMILES	MCL1-BIM inh	VLA-4 inh	Bcl-xL primary	CIT2 TOR yeast	CR mimetic SO	MEX-5 binding	GRK2 inh	GLD-1 RNA inh	AGP1-GFP MLPCN
CN(C)c1ccc(/C=C/c2nc3ccccc3s2)cc1	-24.9	-49.7	-13.1	?	86.7	?	2.0	-34.3	34.2[may fluoresce violet]
COCCn1c(=O)[nH]c2cc(C(=O)NCc3ccccc3)ccc2c1=O	-1.6	1.6	2.5	94.1	87.3	3.5	0.0	2.5	108.4
CCOC(=O)N1CCN(Cc2c(O)ccc3ccccc23)CC1	14.1	-1.1	4.2	103.5	101.7	-2.5	0.0	-2.6	111.7
C/C(=N\NC(=O)CSCc1cccc(Br)c1)c1ccc([N+](=O)[O-])cc1	3.3	50.8*	5.8	98.4	111.5	2.0	3.0	2.5	104.2

# Rows were taken by chance; overall some 2.1% were active at least once.
